Pf Dd2 growth = inhibitors of Plasmodium falciparum Dd2 growth. 120,000 compounds, 4.3% hits. P. falciparum Dd2 growth, SYBR Green, 72 h. Potency, µM (top dose mostly 28.9 µM), for inactives: at the highest dose activity, negative = inhibition, actives largely listed as inhibitors. AID 1347417; active = well fitted inhibition curve with a large enough effect; inconclusive = small, poorly fitted or top-dose-only effect; inactive = no such curve, though single readings can be large or run the other way;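 note: plate controls were DMSO vehicle for no effect and reference drug for full effect; nearly all actives have a fitted effect of over 65% in size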
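Readout: SYBR Green fluorescence, 485 nm excitation, 535 nm emission, after ~16 h lysis at 37C. Before that, Dd2-infected red cells (2.5% hematocrit) grew 72 h with compound, 29 uM top final concentration.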
* hit, by the source's call; i = inactive; u = inconclusive; [ ] = remark or other dose. Potency is the fitted concentration of half-maximal effect. Not all compounds are listed; count on the stated rates, not on these rows.

SMILES	Pf Dd2 growth
c1ccc(-c2nnc3n2CCN(Cc2ccsc2)C3)cc1	-23.4%[44.1 µM]
CCn1cc(CN2CCCCCNC(=O)[C@@H]3CCC[C@@H]32)cn1	2.2%
Cc1ccc(NS(=O)(=O)c2ccc3c(c2)NC(=O)CCS3)c(Br)c1	u
COc1ccc([C@@H]2CN(C(=O)Nc3ccc(C)cc3)[C@@H]3C4CCN(CC4)[C@@H]32)cc1	-9.6%
COc1cccc(CNC(=O)C2(c3ccc(NS(C)(=O)=O)cc3)CCCCC2)c1	i
FC(F)(F)c1cccc(-c2nnn3c2nc(NC2CCCCC2)c2ccccc23)c1	-14.6%
O=C(c1cccnc1)N1CCC2(CCCN(C3CCOCC3)C2=O)C1 (stereo not drawn)	-14.5%
O=C(c1cncc(Br)c1)N1CCC(CCOc2ccccc2F)C1 (stereo not drawn)	i
Cn1c(=O)n([C@H]2CCCN(C(=O)CN3CCCCCC3)C2)c2ncccc21	-14.9%
O=C(Cc1ccsc1)N1CCC2(CC1)CC(OCC1CC1)CCO2 (stereo not drawn)	i
CCOC(=O)C1=C(CN(C)Cc2ccccc2)NC(=O)NC1c1ccc(OC)cc1 (stereo not drawn)	i
COc1ccc2c(c1)c(=O)c(S(=O)(=O)c1ccc(F)cc1)cn2CC(=O)Nc1ccc(C)cc1C	u
COc1ccc(CC(=O)NC2CCN(c3nnc4cccc(C)n34)CC2)cc1	u
CCc1ccc(CNC(=O)c2nn(-c3ccc(C)cc3)c(=O)c3c2c2ccccc2n3C)cc1	3.1%
Cc1cccc(CNC(=O)CN2C(=O)CSc3c2c(C)nn3-c2ccccc2)c1	36.7%[activator]
CC(=O)Nc1ccc(CN2C[C@H](O)C[C@H]2c2nc(C(C)C)no2)cc1	i
Cn1cnc(S(=O)(=O)N2CC(N(Cc3ccccc3)C3CCOCC3)C2)c1	9.8%
CCCS(=O)(=O)N1C[C@@H](Oc2cccnc2)C[C@@H]1C(=O)N1CCOCC1	28.0%
CCCOc1ccc(CN2CCC(C3CCN(C(C)=O)CC3)C2)cc1 (stereo not drawn)	-22.1%
COc1cccc(N2C(=O)NC(=NC3CCCC3)C23CCN(CCC(C)C)C3)c1 (stereo not drawn)	u
CCN(CC)C(=O)[C@@H]1[C@H](c2cc(OC)c(OC)c(OC)c2)c2cc3c(cc2[C@H](O)[C@H]1CO)OCO3	u
Cc1ccc2oc(C(=O)Nc3ccc(S(=O)(=O)Nc4nc(C)cc(C)n4)cc3)cc(=O)c2c1	i
CCOc1ccc(CNC(=O)C2CCCN(c3nn4cc(-c5ccc(OC)cc5)nc4s3)C2)cc1 (stereo not drawn)	i
Cc1nc(-c2c3n(c(=O)n(CC(=O)NCc4ccc(F)cc4)c2=O)CCCC3)no1	230.4%[activator]

Three entries out of the list, arranged by number of heavy atoms, lowest first.
SMILES	Pf Dd2 growth
CCCS(=O)(=O)N1C[C@@H](Oc2cccnc2)C[C@@H]1C(=O)N1CCOCC1	28.0%
Cc1cccc(CNC(=O)CN2C(=O)CSc3c2c(C)nn3-c2ccccc2)c1	36.7%[activator]
Cc1ccc2oc(C(=O)Nc3ccc(S(=O)(=O)Nc4nc(C)cc(C)n4)cc3)cc(=O)c2c1	i

(further entries)
SMILES	Pf Dd2 growth
O=C(CSc1nc(=O)[nH]c2c1CCC2)NCc1ccc(F)cc1	17.1%
Cc1ccc(-n2ncc3c(N(CC(C)C)CC(C)C)ncnc32)c(C)c1	u
Cc1ccc2c(c1C)NC(=O)CC2c1ccc(Cl)cc1Cl (stereo not drawn)	u
CSc1ncc(C(=O)NCc2ccccc2F)c(-c2ccccc2)n1	34.9%[activator]
CCCCc1ccc(NC(=O)N2CCCC2c2nncn2C2CCCC2)cc1 (stereo not drawn)	-23.3%
CC[C@H]1CN(S(=O)(=O)c2ccccc2)CC[C@H]1CC(=O)N1CCOCC1	i
COc1cc(NS(=O)(=O)c2ccc(NC(=O)c3ccc(OC)c(Br)c3)cc2)nc(OC)n1	i
Cc1cnc(CN2CC(C)(Cc3ccc4c(c3)OCO4)CCC2=O)cn1 (stereo not drawn)	-20.0%
COc1ccc(Oc2nc3c(c(=O)n(Cc4ccc(Br)cc4)c(=O)n3C)n2C)cc1	1.2%
CCn1ccc(C(=O)N2C[C@@H]3CCCN4CCC[C@@H]([C@H]34)[C@H]2CCCC(=O)Nc2ccccc2)n1	u
COc1ccc(CC(=O)N2CCCN(C)C3(CCN(C)CC3)C2)cc1OC	12.4%
O=C1COCC2(CN(c3ccc(C(F)(F)F)cn3)C2)CN1c1cccnc1	i
CCc1nn(CC(=O)NC(C)CC)c(=O)c2cc3c(OC)cccc3n12 (stereo not drawn)	19.7%
COc1cc(C(=O)Nc2ccc(-c3nc4ccccc4o3)c(O)c2)cc(OC)c1OC	2.2%
CCOc1ccc(CCNC(=O)CCCn2c(=O)c3cccn3c3cccnc32)cc1	-28.8%
CCOC(=O)c1ccc(NC(=O)CSc2nccn2Cc2ccc(OC)cc2)cc1	22.0%
O=C(NCC1COc2ccccc2C1)c1nccnc1C(=O)N1CCCCC1 (stereo not drawn)	-1.7%
CCn1cc(S(=O)(=O)N2C[C@@H](C(=O)NC)[C@H](c3n[nH]c(C)n3)C2)cn1	-7.8%
CN(C)c1ccc(-c2nc(-c3cc4cc(Cl)ccc4oc3=O)cs2)cc1	3.7%
O=C(Nc1ccc(OC(F)(F)F)cc1)C1CCCN(S(=O)(=O)c2cccc3nonc23)C1 (stereo not drawn)	50.3%[activator]
O=C1CC(c2noc(-c3ccc(F)cc3)n2)CN1c1ccc(Cl)cc1 (stereo not drawn)	82.3%[activator]
CN(C)[C@@H]1CN(C(=O)C2CC2)CC[C@]1(O)c1ccccc1	i[5.79 µM]
Cc1ccc(N2CCN(C(=O)C3CCN(c4ncnc5c4nc4n5CCCCC4)CC3)CC2)c(C)c1	14.0%
COC1CCN(c2cc(-c3ccccc3)nc3c(C)noc23)CC1	-18.4%[44.1 µM]

Shown as labelled records: part of the list above.
structure: O=C(c1cncc(Br)c1)N1CCC(CCOc2ccccc2F)C1 (stereo not drawn)
  Pf Dd2 growth: i

structure: Cn1c(=O)n([C@H]2CCCN(C(=O)CN3CCCCCC3)C2)c2ncccc21
  Pf Dd2 growth: -14.9%

structure: O=C(Cc1ccsc1)N1CCC2(CC1)CC(OCC1CC1)CCO2 (stereo not drawn)
  Pf Dd2 growth: i

structure: CCOC(=O)C1=C(CN(C)Cc2ccccc2)NC(=O)NC1c1ccc(OC)cc1 (stereo not drawn)
  Pf Dd2 growth: i

Continuation:
SMILES	Pf Dd2 growth
COc1ccc(CC(=O)N2CCN(c3nc4ncccc4o3)CC2)cc1	i
Cc1ccccc1C(=O)Nc1ccc([C@H]2OCC(=O)N(Cc3ccncc3)[C@@H]2CO)cc1	16.5%[44.1 µM]
COc1ccccc1-c1cc([C@H]2CN3CC[C@H]2C[C@@H]3CNC(=O)COc2ccccc2)n(C)n1	u
COc1ccc(CCNC(=O)Cn2nnc(-c3ccc(C(F)(F)F)cc3)n2)cc1OC	u
CCCNC(=O)N1CCC(Oc2ccccc2-c2nc(-c3ccncc3)no2)C1 (stereo not drawn)	-24.9%
CN1C(=O)C(CC(N)=O)=C2CCCCC21 (stereo not drawn)	-22.3%
COc1ccc(CC(=O)N[C@@H]2CN(Cc3ccccc3)C[C@H]2CO)cc1	u
CCCCOc1ccc(S(=O)(=O)n2nc(C)c(S(=O)(=O)N3CCCCCC3)c2C)cc1	0.9%
Cc1nnc2n1CCC(NC(=O)CCCc1nc3ccccc3s1)CC2 (stereo not drawn)	-7.7%
CC(C)NC(=O)NCc1nnc2n1C(C(=O)NCCc1ccc(Cl)cc1)CC2 (stereo not drawn)	18.1%
O=C1COc2cc(S(=O)(=O)CCC(=O)N3CCN(c4ccccc4F)CC3)c(Cl)cc2N1	22.6%
O=C(CN1C(=O)NC2(CCS(=O)(=O)CC2)C1=O)Nc1cccc(C(F)(F)F)c1	i

Shown as comma-separated lines: 3 of the compounds above.
Compound,Pf Dd2 growth
CC(=O)Nc1ccc(CN2C[C@H](O)C[C@H]2c2nc(C(C)C)no2)cc1,i
Cn1cnc(S(=O)(=O)N2CC(N(Cc3ccccc3)C3CCOCC3)C2)c1,9.8%
CCCS(=O)(=O)N1C[C@@H](Oc2cccnc2)C[C@@H]1C(=O)N1CCOCC1,28.0%

More compounds
SMILES	Pf Dd2 growth
Cc1nc2ncccn2c1C(=O)N1C[C@H]2C(=O)NC[C@@]2(C(=O)O)C1	-8.6%
Cc1noc(C)c1-c1cc2cc(C(C)C)oc2c(NC2CCN(C)CC2)n1	10µM*
Cc1ccc(C)c(NS(=O)(=O)c2cc3c(cc2Cl)NC(=O)CO3)c1	-6.9%
OC1CC(c2cc(NCC3(c4ccccc4)CCOCC3)ncn2)C1 (stereo not drawn)	-6.5%
CCCCOc1ccc(-c2nc(C3CC(=O)N(c4ccc(F)cc4)C3)no2)cc1 (stereo not drawn)	u
Cc1cccc(C(=O)N2CCCC(c3nc(C(C)C)no3)CCNC(=O)CC2)c1 (stereo not drawn)	-10.1%
CN(C)CCC(=O)N1Cc2ccccc2CC2(CCCN(CC3CCOCC3)C2)C1 (stereo not drawn)	-10.2%
CCc1ccc(CN2C(=O)c3ccccc3C2C(=O)NC2CCCCCC2)cc1 (stereo not drawn)	10.9%
COCCN1C(=O)CC[C@]2(C(=O)N3CCSCC3)CCCC[C@@H]12	-1.7%
COCCN1Cc2ccc(NCc3ccccc3)nc2C(C)(C(=O)Nc2ccccc2)C1 (stereo not drawn)	u
Cc1ccc(C)c(Cn2cnc3c(cnn3-c3ccc(F)cc3)c2=O)c1	-4.4%
O=C1CCN(C(=O)Nc2ccccc2)CCCCCCN1	9.2%
COCCNc1ncnc2c1cnn2-c1cc(Cl)ccc1C	i
O=C(CSc1nc2c([nH]c3ccccc32)c(=O)n1-c1ccccc1)Nc1ccccc1F	u
O=C1NCCCCCCN(C(=O)NCCc2ccccc2)[C@H]2CCC[C@@H]12	i
COc1ccc(C(=O)N2CCC(Oc3cccnc3)C2)cc1 (stereo not drawn)	-3.5%
Cn1ccnc1-c1cn(Cc2ccccc2Cn2cccn2)nn1	-8.4%
Cc1ccc(S(=O)(=O)N2CCN(Cc3cc(Br)ccc3O)CC2)cc1	-15.4%
COc1ccc(CCC(=O)N2CCC(c3n[nH]c(=O)n3-c3ccccc3)CC2)cc1	-11.5%
CCCCC(=O)Nc1cc2nn(-c3ccc(OCC)cc3)nc2cc1C	76.9%[activator]
COc1ccc(C)cc1NC(=O)c1ccc2nc(Cc3ccccc3)oc2c1	-19.6%
O=C(NC1CC1)c1cccn2cncc12	10.9%[44.1 µM]
COc1ccc(C(=O)N2CCCC(c3nc(-c4cccnc4)no3)CCNC(=O)CC2)cc1F (stereo not drawn)	i
O=C(CCc1nc2ccccc2s1)N1CCC(Cc2noc(-c3ccc(F)cc3)n2)C1 (stereo not drawn)	-18.9%
COc1ccc(OC)c([S+](=O)([O-])c2nnn3c2nc(N2CCCCC2)c2ccccc23)c1	u
NC1(C(=O)NCc2nc(-c3cccc(F)c3)c(-c3ccccn3)[nH]2)CCC1	-13.7%
O=C(Cn1cccc1-c1nc(-c2ccc3c(c2)OCO3)no1)Nc1ccc2c(c1)OCCO2	u
COCC1CN(C)CC12CCN(C(=O)CCCc1ccccc1)CC2 (stereo not drawn)	u
CC(C)(N)C(=O)N1CCCC(N2CCN(c3cccc(C(F)(F)F)c3)CC2)C1 (stereo not drawn)	-0.9%
COc1ccc(CNC(=O)c2cc(-c3ccc(Br)s3)nc3ccccc23)c(OC)c1	27.6%[5.79 µM]
Cc1c(Cl)cccc1NC(=O)CSc1ncnc2c1sc1ccccc12	29.0%
COc1ccc(-c2nc3sc(CCNC(=O)c4ccc(Br)o4)c(C)n3n2)cc1	8.91µM*
Cc1nc(-c2ccccc2Br)cc([C@H]2CN3CC[C@H]2C[C@@H]3CNC(=O)c2ccc(N(C)C)cc2)n1	u
Cc1noc(-c2cccn3c(CNC(=O)Cc4c[nH]c5ccccc45)nnc23)n1	i
CCCCN1CCN(C(=O)CCc2cc3ccc(C)cc3[nH]c2=O)CC1	u
Cc1nc2ccccc2n1CCc1nc2c3ccccc3nc(SCc3ccc(F)cc3)n2n1	28.4%
CC(C)NC(=O)NC1CC2(CCN(C(=O)C3CCN(C)CC3)CC2)c2ccccc21 (stereo not drawn)	14.3%
Cc1cccc(-n2nc(C)c(CCC(=O)N3CCOCC3)c2Oc2ccccc2C)c1	-18.4%
Fc1cccc(CN2CCNc3cc(Nc4ccccc4)ncc3C2)c1	-18.1%[44.1 µM]
COc1ccc(Nc2ncc(-c3cccnc3)c3c2OCC3)cc1	i
Cc1ccc2nc3n(c2c1)[C@@H](CNS(=O)(=O)Cc1ccccc1)COC3	u
Cc1noc(C2CCCCCN2C(=O)C2CCCC2)n1 (stereo not drawn)	62.8%[activator]
CNC(=O)[C@@H]1CN(C(=O)c2cc(C3CC3)[nH]n2)C[C@H]1c1n[nH]c(C)n1	i
O=C(NCc1ccccn1)[C@H]1CN(Cc2ccccc2)C[C@H]1C(=O)O	i
C=CCC1(CO)CCCN(CCOc2ccc(C)cc2Cl)C1 (stereo not drawn)	8.91µM*
Cc1ccc(-n2c(C3CCN(C(=O)c4ccc5ccccc5n4)CC3)n[nH]c2=O)cc1	-8.5%
Cc1nn(CCC(=O)N[C@H]2CC[C@H]2NC2CCCCC2)c(C)c1C	u
COc1ccc(CC(=O)N2CCC3(CC2)CC(O)CCO3)cc1OC (stereo not drawn)	-6.3%
CCc1ccc(NC(=O)CSc2nccn2-c2ccc(OC)cc2)cc1	53.3%[activator]
O=C(CCc1nc(-c2cccs2)no1)Nc1ccccc1[N+](=O)[O-]	u
CC1CN(C(=O)CCC(=O)NCc2ccc(F)cc2)c2cc(Cl)ccc2O1 (stereo not drawn)	10.2%
